Compound activity as filed in PubChem BioAssay.
KDM5B inhibitor: Primary screen for KDM5B Histone Demethylases FDH-coupled qHTS | KDM5B demethylase, FDH-coupled NADH fluorescence (FDH is formaldehyde dehydrogenase) | Lysine-specific demethylase 5B (Homo sapiens), Q9UGL1 | Potency, µM (titrated, usually from 57.7 µM), inactives show at the top dose activity change, negative = inhibition, most hits filed as inhibitors | AID 1347165, 2019 | 2.6% of 220,000 active; active means well fitted inhibition curve with a large enough effect; inconclusive means small, poorly fitted or top-dose-only effect; inactive means no such curve, though single readings can be large or run the other way; further: 0% is about no effect; nearly all actives have a fitted effect of over 70% in size
Target sequence (Q9UGL1 whole entry, looked up): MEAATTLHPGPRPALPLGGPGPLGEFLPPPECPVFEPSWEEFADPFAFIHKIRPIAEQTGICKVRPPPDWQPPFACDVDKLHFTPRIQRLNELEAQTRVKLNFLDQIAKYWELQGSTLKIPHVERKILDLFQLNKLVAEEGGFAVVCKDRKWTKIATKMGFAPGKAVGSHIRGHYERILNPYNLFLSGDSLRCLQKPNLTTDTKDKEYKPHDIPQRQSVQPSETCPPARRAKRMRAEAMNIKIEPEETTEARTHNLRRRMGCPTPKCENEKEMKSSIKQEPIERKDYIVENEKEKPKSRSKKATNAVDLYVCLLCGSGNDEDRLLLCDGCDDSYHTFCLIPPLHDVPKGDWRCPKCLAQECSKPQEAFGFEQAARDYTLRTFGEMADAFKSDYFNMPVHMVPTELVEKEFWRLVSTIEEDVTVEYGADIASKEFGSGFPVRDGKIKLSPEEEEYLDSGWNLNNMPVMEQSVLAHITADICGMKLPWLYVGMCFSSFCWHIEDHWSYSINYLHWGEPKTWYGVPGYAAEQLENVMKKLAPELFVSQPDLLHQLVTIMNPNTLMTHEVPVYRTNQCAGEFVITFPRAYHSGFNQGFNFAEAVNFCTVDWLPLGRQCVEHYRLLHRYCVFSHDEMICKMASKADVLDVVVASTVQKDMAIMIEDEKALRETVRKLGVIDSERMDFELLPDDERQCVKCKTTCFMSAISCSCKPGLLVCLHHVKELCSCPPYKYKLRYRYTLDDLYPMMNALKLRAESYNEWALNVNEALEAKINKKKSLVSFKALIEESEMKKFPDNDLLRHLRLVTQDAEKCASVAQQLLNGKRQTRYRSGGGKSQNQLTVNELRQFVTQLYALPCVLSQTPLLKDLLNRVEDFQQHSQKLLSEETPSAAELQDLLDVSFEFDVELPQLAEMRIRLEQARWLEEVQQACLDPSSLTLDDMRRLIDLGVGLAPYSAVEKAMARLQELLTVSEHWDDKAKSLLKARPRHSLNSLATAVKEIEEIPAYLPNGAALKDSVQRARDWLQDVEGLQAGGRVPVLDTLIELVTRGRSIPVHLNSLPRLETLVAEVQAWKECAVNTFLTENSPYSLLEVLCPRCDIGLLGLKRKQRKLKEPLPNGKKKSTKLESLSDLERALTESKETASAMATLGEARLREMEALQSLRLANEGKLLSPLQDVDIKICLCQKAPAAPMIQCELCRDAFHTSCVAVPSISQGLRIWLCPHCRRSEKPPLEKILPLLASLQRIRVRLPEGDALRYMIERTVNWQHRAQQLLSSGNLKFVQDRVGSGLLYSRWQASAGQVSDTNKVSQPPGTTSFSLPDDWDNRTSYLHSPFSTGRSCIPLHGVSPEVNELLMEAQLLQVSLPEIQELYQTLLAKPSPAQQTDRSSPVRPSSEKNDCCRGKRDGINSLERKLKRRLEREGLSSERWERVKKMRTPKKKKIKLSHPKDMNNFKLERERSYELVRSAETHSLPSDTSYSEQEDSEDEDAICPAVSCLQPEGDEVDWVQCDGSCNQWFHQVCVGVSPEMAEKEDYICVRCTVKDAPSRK
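Coupled FDH/NAD⁺ fluorescence readout. KDM5BΔAP 200 nM final; compound titration, 10 min RT preincubation; substrate mix 12.5 µM H3K4me3, 25 µM 2-OG, 50 µM Fe(II), 100 µM ascorbate, 0.25 mM NAD⁺, 0.25 U/mL FDH; ΔRFU over 30 min.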
Active calls of the source: *; u = inconclusive; & = joins results of further samples; [ ] = dose if it differs, or a comment. Potency means the concentration at half of the fitted maximal effect. An excerpt. The share of hits here may be higher or lower than overall.

SMILES	KDM5B inhibitor
COc1cc(CNC(=O)Cn2c(=O)c3c(ncn3C)n(C)c2=O)ccc1OC(F)F	17.1%
COc1cccc(NC(=O)N2CCC(c3cc(-c4cccc(C)c4)n[nH]3)CC2)c1	-13.8%
CCOc1ccc(CN2C(=O)c3ccccc3Sc3ccc(C(=O)O)cc32)cc1	-12.5%
O=C(NCc1nnnn1-c1ccccc1)C1CC2(CCNCC2)CN1 (centres undefined)	-29.3%
CCOc1ccc(NC(=O)C2CCCN2C(=O)NC2CCCCC2)cc1 (centres undefined)	-3.3%
COc1ccccc1OC(C)C(=O)c1cccc(Cl)c1 (centres undefined)	2.3%
O=C(NNC(=O)c1ccc([N+](=O)[O-])cc1)c1ccc(F)cc1	-4.7%
O=C(COc1ccc(Br)cc1)Nc1ccc2c(=O)c3ccccc3oc2c1	u
CCOC(=O)c1ccccc1NC(=O)COC(=O)CCC(=O)N1CCOCC1	-8.9%
COc1cccc(NC(=O)Cn2c(=O)n(-c3ccccc3)c(=O)c3c2cc(C)n3C)c1	-10.6%
Cc1ccc(S(=O)(=O)N2CCCc3ccccc32)cc1	-2.9%
CCCC(C)N1CC2(CCN(C(=O)c3sc(C)nc3CC)CC2)OC1=O (centres undefined)	-8.5%
COc1cccc(CNC(=O)c2nnn3c2COC(c2ccc(C)cc2)C3)c1 (centres undefined)	4.8%
NC1=NC(c2c[nH]c3ccccc23)n2c(nc3ccccc32)N1 (centres undefined)	2.2%
Cc1ccc(C2c3c(-c4cc(C)ccc4O)n[nH]c3C(=O)N2Cc2ccco2)cc1 (centres undefined)	u
COc1cccc(N2C(=O)NC(=NC3CCCCC3)C23CCN(CC2CCCCC2)CC3)c1	7.8%[115 µM]
O=C(Nc1ccc(Cl)c(C(F)(F)F)c1)c1ccc(F)cc1F	8.8%
Cc1ccc2cc(CN(C(=O)c3ccccc3)c3ccccc3C)c(=O)[nH]c2c1	-14.2%
Cc1cc(C)n2nc(CC(=O)Nc3nc(-c4c(F)cccc4F)cs3)nc2n1	12.3%
Cc1ccccc1C(=O)CC(=O)c1ccccc1C	-3.8%
COc1ccc(NC(=O)C(C)Oc2ccc(C)c(C)c2)c2cccnc12 (centres undefined)	u
COCc1ncc(C)n1C1CCN(C(=O)C2CCC2)CC1	14.8%
CN1CCN(CCCNC(=O)Cn2c(-c3cccs3)cc3cc(Cl)ccc32)CC1	u
Cc1c(CCC(=O)NCc2ccc3c(c2)OCO3)c(=O)oc2c(C)c(O)ccc12	u
Cc1nn(CC(=O)Nc2cc(F)ccc2F)c(=O)c2cccn12	-15.7%

Next section (six carried over from the part before).
SMILES	KDM5B inhibitor
Cc1ccccc1C(=O)CC(=O)c1ccccc1C	-3.8%
COc1ccc(NC(=O)C(C)Oc2ccc(C)c(C)c2)c2cccnc12 (centres undefined)	u
COCc1ncc(C)n1C1CCN(C(=O)C2CCC2)CC1	14.8%
CN1CCN(CCCNC(=O)Cn2c(-c3cccs3)cc3cc(Cl)ccc32)CC1	u
Cc1c(CCC(=O)NCc2ccc3c(c2)OCO3)c(=O)oc2c(C)c(O)ccc12	u
Cc1nn(CC(=O)Nc2cc(F)ccc2F)c(=O)c2cccn12	-15.7%
COc1ccc(CNC(=O)Cc2c(C)c3cc4c(C)coc4cc3oc2=O)cc1OC	-15.3%
O=C([C@H]1C[C@@H](F)CN1S(=O)(=O)c1ccccc1F)N1CCOCC1	-8.5%
CCOc1ccccc1NC(=O)c1c(NCc2cccs2)sc2c1CCCCC2	-0.8%
COc1ccc(C2(C(=O)N3CCC(Cc4nc(-c5ccccc5)no4)CC3)CC2)cc1	-2.9%
Cc1noc(-c2cn(C3CCN(C(=O)c4ccc(C)s4)CC3)nn2)n1	-9.6%
CC1=CC(C)(C)N(S(=O)(=O)c2ccc(F)cc2)c2ccccc21	-21.1%
Cc1cn2c(=O)cc(COC(=O)c3ccc(NC(=O)c4ccc(F)cc4)cc3)nc2s1	-20.7%
COC(=O)c1ccc(COC(=O)C2=CN(C)S(=O)(=O)N=C2C)o1	-1.8%
O=C(N/N=C/c1c(F)cccc1Cl)C1CC1	16.9%
CCOc1ccc(C(=O)Nc2c(C(=O)Nc3ccccc3OC)oc3ccccc23)cc1OCC	-22.4%
O=C(NC1CCCCC1)c1cc(N2C(=O)CCC2=O)ccc1Cl	-34.4%
COc1ccc(C(=O)NNc2ncnc3c2cnn3-c2ccc(C)c(Cl)c2)cc1	-8.7%
COc1ccc([C@H]2C[C@@H](O)[C@@H](O)[C@@H]2NS(=O)(=O)c2cccc(C#N)c2)cc1	-18.1%[86.2 µM]
COC(=O)C1CN(Cc2cn(CCC3OCCO3)nn2)CCS(=O)(=O)N1Cc1ccc(C)cc1 (centres undefined)	-0.6%
CCc1cccc(NC(=O)N2CCCC(c3noc(COc4ccccc4)n3)C2)c1 (centres undefined)	2.6%
COc1ncccc1-c1csc(CN2CCCC(C)(NC(C)=O)C2)c1 (centres undefined)	-24.4%[86.2 µM]
CCCn1c(NC)nc2c1c(=O)n(C)c(=O)n2C	18.6%
CC1=C[C@@H](CO)[C@H](C(C)C)C[C@H]1Cc1nnc(C(C)(C)C)o1	-3.0%[86.2 µM]
CC(C)C12CN3CC(C(C)C)(CN(C1)C3c1ccc(OCc3ccccc3)cc1)C2=O (centres undefined)	4.0%
O=C(Cc1c(F)cccc1Cl)NC1CCN(c2cc(-c3ccc(F)cc3)[nH]n2)CC1	14.2%
CON(C)C(=O)C(NC(=O)c1ccc(F)cc1)C(C)C (centres undefined)	14.7%
Cc1ccc(-c2ccc(/C=C(\C#N)c3ccccc3)o2)cc1	7.2%
COC(=O)CCCNC(=O)C12CC3CC(CC(C3)C1)C2	12.5%
CCc1ccc(CN2CCC(CNC(=O)c3ccc(C)nc3)C2)nc1 (centres undefined)	15.8µM*
O=c1nc(-c2ccccc2Cl)c2cc(F)ccc2[nH]1	u

A run of entries of the results above, as a working copy:
SMILES	KDM5B inhibitor
Cc1ccc(-c2ccc(/C=C(\C#N)c3ccccc3)o2)cc1	7.2%
COC(=O)CCCNC(=O)C12CC3CC(CC(C3)C1)C2	12.5%
CCc1ccc(CN2CCC(CNC(=O)c3ccc(C)nc3)C2)nc1 (centres undefined)	15.8µM*
O=c1nc(-c2ccccc2Cl)c2cc(F)ccc2[nH]1	u

Remaining list, next part
SMILES	KDM5B inhibitor
Cc1cccc(C)c1NC(=O)CNC(=O)CCc1ncc(-c2ccccc2F)o1	-3.9%
COC[C@@H]1CN(C(=O)c2ccc(C#N)cc2)C[C@H]1c1nc(C)no1	3.8%
CCN(CC)S(=O)(=O)c1ccc(N(C)C)c(NS(=O)(=O)/C=C/c2ccccc2)c1	u
N#Cc1ccc(CSc2nnnn2-c2ccccc2)cc1	19.7%
O=C(c1cnccn1)N1CCC([C@@H]2CNC[C@H]2CO)CC1	14.1µM*
Cc1ccc(OCC(=O)Nc2ccc(Cl)c(-c3nc4ncccc4o3)c2)cc1C	u
CC1(C)C(=O)N(Cc2ccccc2)[C@H]2CN(Cc3cccc(OC(F)(F)F)c3)C[C@@H]2[S+]1(=O)[O-]	-23.2%
COc1ccc(Cc2nnc(C(=O)NCCCN3CCN(c4ccccc4F)CC3)o2)cc1OC	-29.1%
COc1ccc(CCC(=O)N2C[C@@H](Oc3ccccc3)C[C@H]2C(=O)N2CCOCC2)cc1	9.5%
O=C(N/N=C/c1ccc2c(c1)OCO2)c1ccc2c(c1)OCO2	u
CC(C)(C)CN1CCNC(=O)C1CC(=O)O (centres undefined)	u
CCOc1ccc(NC(=O)N2CC(c3nnc(-c4ccncc4)o3)C3(CCOCC3)C2)cc1 (centres undefined)	2.9%
CCc1ccc(C(=O)CCC(=O)OCc2ccc(C#N)cc2)cc1	13.1%
Cc1ccccc1-c1noc(C(C)NC(=O)c2ccccc2F)n1 (centres undefined)	-1.3%
CC(C)CNC(=O)NC(=O)CSc1nc2ccccc2c(=O)n1-c1ccccc1F	-13.4%
N#Cc1ccc(OCCn2cc(S(=O)(=O)N3CCCC3)ccc2=O)cc1	7.1%
CN(CCC1CCOCC1)Cc1ccccc1OCC(O)CN1CCSCC1 (centres undefined)	-7.8%
Cc1cnc2c(S(=O)(=O)N3CCC(NS(=O)(=O)c4ccccc4)CC3)cccc2c1	25.6%
O=C(CCC1CCN(c2cc(NC3CC3)ncn2)CC1)N1CCN(c2ccccc2F)CC1	-14.5%
Cc1ccc(NC(=O)CSc2n[nH]c(=O)c3cc(-c4ccco4)nn23)cc1C	-18.8%
Cc1cccc(-n2nc(C)c(C(=O)Nc3cc(C)ccc3C)c2-n2cccc2)c1	u
COCCn1c(C)nnc1-c1cc(-c2cccc(CO)c2)ccn1	-29.0%[86.2 µM]
Nc1c(C(=O)Nc2ccc(OC(F)(F)F)cc2)sc2nc(-c3ccncc3)ccc12	-41.3%
N#Cc1nc(C2CC2)oc1N1CCN(Cc2cccc(Cl)c2)CC1	7.0%
O=C(Cc1csc(-c2ccccc2Cl)n1)Nc1nccs1	3.4%

Later entries:
SMILES	KDM5B inhibitor
O=C(Nc1c(-c2ccc(F)cc2)nc2ccccn12)c1ccc(F)cc1	37.4%
COC(=O)CNC(=O)C1CCN(C(=O)C2CN(c3cccc(OC)c3)C(=O)N2)C1 (centres undefined)	14.2%&17.3%
COc1cc(-c2nc(-c3c(C)noc3C)cc3cc(CN(C)C)oc23)ccn1	35.5µM*
O=C1CCC2(CCCO2)CCN1Cc1cccc(F)c1C(F)(F)F (centres undefined)	20.4%
Cc1ccc(NC(=S)NNC=O)cc1Cl	13.3%
COCCN1C(=O)[C@H]2CN(Cc3ccc(OC)c(OC)c3OC)C[C@H]2C1=O	-21.2%
CN(C(=O)CSc1nc2ccc([N+](=O)[O-])cc2s1)C1CCS(=O)(=O)C1 (centres undefined)	5.2%
Cc1ccccc1C(=O)NC(Nc1ccccc1)C(Cl)(Cl)Cl (centres undefined)	17.9%
Cc1nc(SCC(=O)N2CCCCC2)c2c(C)c(C)sc2n1	16.3%
O=C(c1cccc(F)c1)N1CCC(Cc2nc(-c3cnccn3)no2)CC1	-6.0%
Cc1cc(C(=O)N2CCOC[C@H](Oc3ccc(C(F)(F)F)cn3)C2)n(C)n1	15.0%[86.2 µM]
O=C(c1ccsc1)N1CCC2(CC1)CC(OCC1CC1)CCO2 (centres undefined)	10.1%
Cc1noc(C)c1-c1cc2cc(CO)oc2c(NC2CCOCC2)n1	35.5µM*
COc1ccccc1NC(=O)C1CCC(CNS(=O)(=O)c2ccc3c(c2)CC(C)N3C(C)=O)CC1 (centres undefined)	-0.6%
O=C(O)/C=C/c1ccc(-c2ccccc2F)o1	u
Cc1ccc(C(=O)/C=C/c2ccc(C#N)cc2)o1	-8.3%
CC(=O)N(c1nc(COc2ccccc2C(N)=O)cs1)c1cccc(C)c1C	17.2%
CCc1ccc(-n2nc(CO)c(C(=O)NC)n2)cc1	u
O=C(c1ccc(F)cc1)N1CCCC(c2nn(-c3ccc(Cl)cc3)c(=O)[nH]2)C1 (centres undefined)	7.3%
CN1CC(C(=O)O)Cc2c1ccc1ccccc21 (centres undefined)	u
CCOC(=O)c1ccc(Nc2nc3ccccc3nc2NS(=O)(=O)c2cc(C)ccc2C)cc1	-23.7%
O=C1c2ccccc2C(=O)C1c1ccccn1	-2.6%
C[S+](=O)([O-])c1ccc(-c2nc(C(=O)N3CCOCC3)n3ccncc23)cc1	u
c1cc2nnc(C3CC3)n2nc1N1CCCC1	13.2%
N#Cc1ccc(CN2CCN(c3nccc(Cl)n3)C(=O)C2)cc1	-9.6%[86.2 µM]

Additional compounds follow:
SMILES	KDM5B inhibitor
O=C(CN1C(=O)C2(SCC(=O)N2c2ccccc2)c2ccccc21)NCc1ccccc1Cl (centres undefined)	-15.5%
CC(C)(C)c1ccc(-c2nnc3sc(COc4ccccc4)nn23)cc1	-27.0%
O=C(CCc1ccccc1)N1CCC(CCOc2ccccc2F)C1 (centres undefined)	3.0%
CCOc1ccc(NC(=O)Cn2nc(C(=O)O)c3ccccc3c2=O)cc1	-4.6%
C=CCc1ccccc1OCc1nc2ccccc2n1CC	2.6%
O=C(Cc1nnc(NC(=O)Nc2ccccc2F)s1)NCc1ccccc1	31.8%
O=C(c1ccc(F)cc1)N1CCCC(n2cc(-c3nc(-c4ccccc4)no3)nn2)C1 (centres undefined)	-13.5%
COCCn1c(C)cnc1CC1CCCN(Cc2ccc(F)c(F)c2)C1 (centres undefined)	-24.4%
O=C(Nc1nc(-c2ccccc2)cs1)c1ccc(Cl)c(N2CCCC2=O)c1	-22.2%
COc1ccc(Cl)cc1NS(=O)(=O)c1cc(-c2cc(C(F)(F)F)on2)ccc1OC	-15.6%
COc1ccc(N(CC(F)(F)F)C(=O)Cn2cnc3c2c(=O)n(C)c(=O)n3C)cc1	-11.7%
Cn1ccc2c(C(=O)NCc3cccnc3)nc(-c3cccc(F)c3)cc21	22.4µM*
Cc1ccc(S(=O)(=O)CC(=O)Nc2sc3c(c2C#N)CCCCC3)cc1	u
Cc1ccc(-n2c(=O)c3c(c4cc(C)ccc4n3C)n(CC(=O)N3CCCC3)c2=O)cc1	u
Cc1ccc(C(=O)NC2=C(C#N)CCC2)cc1	-13.0%
Cc1cc(=O)n(C(C)C(=O)NCc2ccccc2Cl)c2c1c(C)nn2-c1ccccc1 (centres undefined)	-13.3%
COc1ccc(-c2cc(-c3ccc(N4CCOCC4)nc3)cn3cncc23)cc1	44.7%[activator][86.2 µM]
O=C(O)c1ccc(COc2cccc(Cl)c2Cl)o1	1.5%
CCn1c(C(=O)NCc2ccc(OC)cc2)cc2sc(Cl)cc21	5.4%
Cc1ccc(-c2cnc(CCC(=O)NC(C)c3ccco3)o2)cc1 (centres undefined)	6.7%
